GASC1 inh = inhibitors of GASC-1 (KDM4C) histone demethylase, primary screen, biochemical, single concentration HTS. Lysine-specific demethylase 4C (Homo sapiens), Q9H3R0. GST-KDM4C 2-372, H3K9me3 peptide, LANCE TR-FRET. inhibition, % at 12.5 µM. 96,000 tested, 0.15% active. AID 720574, 2013;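 active = mean replicate inhibition above about 25%, with at least 55% of replicates also reaching it, limit read from the data, passing the limit was not always enough; inconclusive = only one of those two conditions met; inactive = neither condition met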
Target sequence (Q9H3R0 2-372 limits assumed): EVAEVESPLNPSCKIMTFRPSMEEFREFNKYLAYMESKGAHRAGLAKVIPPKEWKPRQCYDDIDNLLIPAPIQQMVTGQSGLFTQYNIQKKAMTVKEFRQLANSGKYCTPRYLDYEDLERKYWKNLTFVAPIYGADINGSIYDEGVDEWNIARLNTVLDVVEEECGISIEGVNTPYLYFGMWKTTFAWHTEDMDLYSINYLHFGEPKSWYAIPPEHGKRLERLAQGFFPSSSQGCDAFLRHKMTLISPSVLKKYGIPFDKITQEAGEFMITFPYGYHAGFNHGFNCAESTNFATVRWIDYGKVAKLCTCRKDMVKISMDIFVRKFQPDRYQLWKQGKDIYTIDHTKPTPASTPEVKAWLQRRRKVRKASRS
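Assay system: GST-GASC-1 enzyme fragment 2-372 | Amount: 10 nM enzyme | Medium: HEPES buffer, pH 7.5, plus ascorbate | Reagent: H3K9me3 peptide substrate, Fe(II), 2-oxoglutarate | Doses: Single-point compound screen | Incubation: 30 min demethylation and 1 h detection at room temperature | Measured by: LANCE TR-FRET, excitation 340 nm, emissions 618 and 671 nm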
Pf Dd2 growth = P. falciparum Dd2 growth inhibitors, primary screen, SYBR Green fluorescence, single dose replicates; 72 h; stronger effect = lower value; activity change, % at 10 µM; 94,000 tested, 2.3% active; AID 1159554, 2015; in the data active = activity change below about -80%; inconclusive = no clear call, values can overlap the other calls
C diff HTS = C. difficile growth inhibitors, primary screen, HTS; Clostridium difficile clinical isolate growth, OD600, 24 h; stronger effect = lower value; growth activity, negative = inhibition, % at 16 µg/mL (by protocol); 86,000 tested, 0.25% active; AID 1259249, 2017;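 active = mean growth activity at or below -80% and every replicate also at or below -80%; inconclusive = mean at or below -80% but some replicate above -80%; inactive = mean growth activity above -80%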;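 note: 0% = DMSO wells and -100% = levofloxacin 16 µg/mL wells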
Tcruzi prolif = T. cruzi intracellular proliferation inhibitors, primary screen, cell-based, beta-gal Tulahuen parasites, NIH3T3 host, luminescence; T. cruzi beta-gal in NIH3T3, GalScreen luminescence, 90 h; inhibition, % at 8.34 µM; 77,000 tested, 5.9% active; AID 624255, 2012;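 active = mean inhibition above about 93%, with at least 55% of replicates each passing it, limit read from the data, passing the limit was not always enough; inconclusive = only one of those two conditions holds; inactive = neither condition holds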
* marks the source's active call; other numbers are inactive results; ? = inconclusive; · = not tested or not shown; & = joins results of further samples.

SMILES	GASC1 inh	Pf Dd2 growth	C diff HTS	Tcruzi prolif
C[C@@H]1CN([C@H](C)CO)C(=O)c2cc(NC(=O)Cc3ccccc3)ccc2O[C@@H]1CN(C)S(=O)(=O)c1cccs1	0.5	-6	·	47
CO[C@H]1CN(C)C(=O)c2cc(NC(=O)CC(F)(F)F)ccc2OC[C@@H](C)N(C(=O)C2CC2)C[C@@H]1C	1.6	-1	-8	·
Cc1ccccc1S(=O)(=O)NCC[C@H]1CC[C@H](NS(=O)(=O)c2ccccc2C)[C@@H](CO)O1	0.2	-19	·	-63
Cc1ccccc1-c1ccc(C2[C@@H]3CN(C(=O)Cc4ccncc4)C[C@H]2N3)cc1 (some centres undefined)	-1.4&-1.1	-47&-11	-14&-7	·
CCNC(=O)Nc1ccc2c(c1)C(=O)N(C)[C@@H]1CC[C@H](CC(=O)NCC3CC3)O[C@@H]1CO2	-0.6	5	1	-11
COc1ccccc1C#Cc1ccc([C@@H]2[C@@H](C#N)N(C(=O)C3CC3)[C@H]2CO)cc1	-1.6	-33	-14	99*
Cc1noc(C)c1NC(=O)Nc1ccc2c(c1)CC(=O)N([C@H](C)CO)C[C@H](C)[C@@H](CN(C)C(=O)Nc1ccccc1)O2	-1.0	16	-4	24
Cc1noc(C)c1S(=O)(=O)Nc1ccc2c(c1)C(=O)N([C@H](C)CO)C[C@H](C)[C@@H](CN(C)Cc1ccc3c(c1)OCO3)O2	-3.7	0	1	-210
C[C@H](CO)N1C[C@H](C)[C@H](CN(C)Cc2ccc(Cl)c(Cl)c2)Oc2ccc(N(C)C)cc2CC1=O	-2.4	-13	31	?
COc1ccc(S(=O)(=O)N(C)C[C@H]2OCCCC[C@H](C)Oc3ccc(NC(=O)Nc4c(C)noc4C)cc3C(=O)N([C@H](C)CO)C[C@@H]2C)cc1	1.8	-39	-8	22
C[C@@H]1CN([C@@H](C)CO)C(=O)c2cccc(NC(=O)c3ccc(-c4nccs4)cc3)c2O[C@H]1CN(C)C(=O)Nc1ccc(F)cc1	1.6	-27	-3	4
CS(=O)(=O)Nc1ccc2c(c1)[C@@H]1C[C@H](CC(=O)NCC(F)(F)F)O[C@@H](CO)[C@@H]1O2	0.8	32	1	·
COc1cccc(S(=O)(=O)N(C)C[C@@H]2Oc3ncccc3C(=O)N([C@H](C)CO)C[C@@H]2C)c1	-1.5	29	2	9
C[C@H](CO)N1C[C@H](C)[C@@H](CN(C)C)Oc2ccc(NC(=O)Nc3ccc4c(c3)OCO4)cc2CC1=O	1.5	10	0	·
O=C(C[C@@H]1CC[C@@H]2[C@H](COC[C@H](O)CN2CCC(F)(F)F)O1)N1CCC(Cc2ccccc2)CC1	0.4	-25	-3&-4	21
C[C@H](CO)N1C[C@H](C)[C@H](CN(C)Cc2ccncc2)Oc2c(NS(C)(=O)=O)cccc2C1=O	-0.1	25	-2	-10
O=C(Nc1ccccc1)[C@@H]1[C@@H](CO)[C@@H]2Cn3c(cccc3=O)[C@H]1N2C(=O)c1ccc(F)cc1	-2.0	9	1	15
CC(C)NC(=O)N1Cc2cc(C(=O)NC3CCC3)nc(-c3cccc(-c4cncnc4)c3)c2[C@@H]1CCO	2.2	-36	35	·
CCS(=O)(=O)Nc1ccc2c(c1)C(=O)N(C)C[C@@H](OC)[C@H](C)CN(C(=O)CN(C)C)[C@H](C)CO2	1.1	14	2	-32
CC(C)NC(=O)Nc1ccc2c(c1)C(=O)N([C@H](C)CO)C[C@@H](C)[C@@H](CN(C)C)O2	1.0	4	-4	25

Overlap with the part before: four entries, then new ones.
SMILES	GASC1 inh	Pf Dd2 growth	C diff HTS	Tcruzi prolif
O=C(Nc1ccccc1)[C@@H]1[C@@H](CO)[C@@H]2Cn3c(cccc3=O)[C@H]1N2C(=O)c1ccc(F)cc1	-2.0	9	1	15
CC(C)NC(=O)N1Cc2cc(C(=O)NC3CCC3)nc(-c3cccc(-c4cncnc4)c3)c2[C@@H]1CCO	2.2	-36	35	·
CCS(=O)(=O)Nc1ccc2c(c1)C(=O)N(C)C[C@@H](OC)[C@H](C)CN(C(=O)CN(C)C)[C@H](C)CO2	1.1	14	2	-32
CC(C)NC(=O)Nc1ccc2c(c1)C(=O)N([C@H](C)CO)C[C@@H](C)[C@@H](CN(C)C)O2	1.0	4	-4	25
CN1C(=O)c2cc(NC(=O)NC3CCCC3)ccc2OC[C@@H]2O[C@H](CC(=O)NCC3CC3)CC[C@@H]21	0.4	9	-12	2
C[C@@H]1CN([C@H](C)CO)C(=O)Cc2cc(NC(=O)CCC(F)(F)F)ccc2O[C@H]1CN(C)C(=O)NC1CCCCC1	-0.7	2	1	6
C[C@@H]1CN([C@H](C)CO)C(=O)c2cccc(NC(=O)C3CCCCC3)c2O[C@H]1CN(C)S(C)(=O)=O	-1.2	-4	1	45
O=C(CN1CCOCC1)N1CCCCN2[C@H](C1)[C@H](c1ccc(C#Cc3ccccc3F)cc1)[C@@H]2CO	0.5	-6	2	107*
Cc1ccc(S(=O)(=O)Nc2ccc3c(c2)C(=O)N([C@@H](C)CO)C[C@@H](C)[C@H](CN(C)S(=O)(=O)c2ccc(F)cc2)OCCCC[C@@H](C)O3)cc1	0.1	-22	-1	103*
C[C@H]1CN([C@@H](C)CO)C(=O)c2cc(NS(=O)(=O)c3cn(C)cn3)ccc2O[C@@H]1CN(C)Cc1ccc(C(=O)Nc2ccccc2N)cc1	-0.5	22	·	?
COc1ccc(S(=O)(=O)N(C)C[C@H]2Oc3ccc(NC(=O)Cc4cn(C)c5ccccc45)cc3CC(=O)N([C@H](C)CO)C[C@H]2C)cc1	-2.0	-10	16	32
CO[C@H]1CN(C)C(=O)c2ccc(NS(C)(=O)=O)cc2OC[C@@H](C)N(C(=O)NC(C)C)C[C@H]1C	0.9	44	·	27
C[C@@H]1CN([C@H](C)CO)S(=O)(=O)c2ccc(-c3cncnc3)cc2O[C@H]1CN(C)C(=O)Cc1ccncc1	1.7	30	4	39
COc1ccc(CN(C)C[C@@H]2Oc3ccc(NC(=O)c4ccncc4)cc3CC(=O)N([C@H](C)CO)C[C@H]2C)cc1	1.2	1	-4	5
Cc1noc(C)c1NC(=O)Nc1ccc2c(c1)C(=O)N([C@H](C)CO)C[C@H](C)[C@@H](CN(C)Cc1ccc(Cl)c(Cl)c1)OCCCC[C@@H](C)O2	-5.8	-32	5	-31
COc1ccc(OC(=O)N(C)C[C@@H]2OCc3cn(nn3)CCCC(=O)N([C@@H](C)CO)C[C@H]2C)cc1	-2.1	20&18	-2	1&-26
COc1ccc(NC(=O)N(C)C[C@H]2OCCCC[C@H](C)Oc3ccc(NS(=O)(=O)c4ccc(C)cc4)cc3C(=O)N([C@@H](C)CO)C[C@@H]2C)cc1	10	-58	·	-44
COc1ccc(NC(=O)N[C@@H]2C=C[C@@H](CC(=O)NCc3ccccn3)O[C@@H]2CO)cc1	-0.8	14	-3	16
CC(=O)NC[C@@H]1[C@@H](c2ccc(-c3ccccc3F)cc2)[C@@H](CO)N1C(=O)C1CC1	1.1	13	-3	108*
CC(=O)N1CC(=O)N2[C@@H](CO)[C@@H](c3ccc(C#CC(C)C)cc3)[C@@H]2C1	0.5	26	-11	·
COc1ccc(NC(=O)N[C@H]2CC[C@@H](CCNC(=O)CCN3CCCCC3)O[C@@H]2CO)cc1	·	16	·	-48
C[C@H](CO)N1C[C@H](C)[C@@H](CN(C)C(=O)NC2CCCCC2)Oc2ccc(NS(=O)(=O)c3ccc(Cl)cc3)cc2C1=O	0.3	9	-3	38
C[C@H](CO)N1C[C@H](C)[C@@H](CN(C)C(=O)Nc2ccccc2)Oc2ccc(NS(=O)(=O)c3ccc(Cl)cc3)cc2C1=O	0.0	-14	-3	-5
Cc1ccc(S(=O)(=O)N(C)C[C@@H]2OCCCC[C@H](C)Oc3ccc(NS(=O)(=O)c4c(C)noc4C)cc3C(=O)N([C@H](C)CO)C[C@H]2C)cc1	0.6	-70	-11	43
CCCNC(=O)[C@@H]1[C@@H](CO)[C@@H]2Cn3c(ccc(-c4ccc(OC)cc4)c3=O)[C@H]1N2CC	0.6	-3	-6	·
COCC(=O)N(C)C[C@H]1Oc2ncc(-c3cccc(OC)c3)cc2C(=O)N([C@@H](C)CO)C[C@H]1C	-0.6	50	-1	-32
CO[C@@H]1CN(C)C(=O)c2cc(NC(=O)Nc3ccccc3F)ccc2OC[C@H](C)N(C(C)=O)C[C@@H]1C	-0.5	-8	-5	11
C[C@H]1CN([C@@H](C)CO)C(=O)c2cc(-c3cncnc3)cnc2O[C@H]1CN(C)CC1CCOCC1	1.6	27	-1	94
C/C=C/c1ccc2c(c1)O[C@H](CN(C)C(=O)Nc1ccc(OC)cc1)[C@H](C)CN([C@H](C)CO)S2(=O)=O	-0.2	-13	7	79
C[C@@H]1CN([C@H](C)CO)C(=O)c2cc(NS(=O)(=O)c3ccc(Cl)cc3)ccc2O[C@H]1CN(C)C(=O)Nc1ccccc1	-0.9	17	-7	-10
C[C@H](CO)N1C[C@H](C)[C@H](CN(C)C(=O)c2cnccn2)Oc2ncc(-c3cccc(C#N)c3)cc2C1=O	6.7	-19	-1	·
Cn1cnc(S(=O)(=O)N[C@@H]2C=C[C@@H](CC(=O)Nc3ccccc3)O[C@H]2CO)c1	-1.7	·	-3	·
C/C=C/c1ccc2c(c1)O[C@H](CN(C)C(=O)NCCC)[C@H](C)CN([C@@H](C)CO)S2(=O)=O	2.8	0	-2	·
C[C@@H]1CN([C@H](C)CO)C(=O)CCCn2cc(nn2)CO[C@@H]1CN(C)C(=O)Nc1ccccc1	-0.6	1	0	-5
COCC(=O)Nc1ccc2c(c1)[C@H]1C[C@H](CC(=O)NCc3ccncc3)O[C@@H](CO)[C@H]1O2	1.1	7	-6	40
C[C@@H]1CN([C@H](C)CO)C(=O)c2cccc(NC(=O)NC3CCCCC3)c2O[C@H]1CN(C)C(=O)Nc1ccc(C(F)(F)F)cc1	-1.7	-33	30	23
CC(C)NC(=O)Nc1ccc2c(c1)CC(=O)N([C@H](C)CO)C[C@@H](C)[C@@H](CN(C)C(=O)Nc1ccccc1)O2	-2.1	-6	3	-12
COc1cccc(S(=O)(=O)N(C)C[C@@H]2Oc3ncc(C#CCC(C)C)cc3C(=O)N([C@H](C)CO)C[C@H]2C)c1	1.3	-48	1	112
CC=Cc1ccc2n(c1=O)C[C@@H]1[C@@H](CO)[C@H](C(=O)Nc3ccccc3)[C@H]2N1C(=O)CC1CC1 (mixture of isomers)	0.5	-13	5	-1
CCNC(=O)C[C@@H]1CC[C@H](NC(=O)C2CCOCC2)[C@@H](CO)O1	0.8	15	8	66
CCC(=O)N1Cc2cc(C(=O)Nc3nccs3)nc(-c3cccc(-c4ccccc4OC)c3)c2[C@H]1CCO	-5.6	·	1	69
CC(C)NC(=O)Nc1ccc2c(c1)C(=O)N([C@H](C)CO)C[C@H](C)[C@@H](CN(C)C(=O)Nc1cccc3ccccc13)O2	0.1	6	-1	21
Cc1ccc(-c2ccc(C3[C@@H]4CN(S(=O)(=O)c5ccccc5)C[C@H]3N4)cc2)cc1 (some centres undefined)	-0.5&-1.4	-77&-44	4&70	·
C[C@@H]1CN([C@@H](C)CO)C(=O)CCCn2nncc2CO[C@H]1CN(C)Cc1cccc2c1OCCCO2	0.5	-2&-5	-5	-33&10
Cc1ccc(-c2ccc([C@@H]3[C@@H](CO)N4C(=O)CN(C(=O)CN5CCOCC5)C[C@H]34)cc2)cc1	3.4	-27	-18	·
COc1ccc(C#Cc2ccc([C@@H]3[C@@H](CO)N4CCCCN(C(=O)c5ccncc5)C[C@H]34)cc2)cc1	1.2	-22	-5	112*
Cc1ccc(-c2ccc3c(c2)O[C@@H](CN(C)C(=O)C2CCC2)[C@@H](C)CN([C@@H](C)CO)S3(=O)=O)cc1	0.1	-46	6	31
O=S(=O)(NCC[C@@H]1CC[C@@H](NS(=O)(=O)c2ccccc2Cl)[C@H](CO)O1)c1ccc(F)cc1	0.0	-21	-1	51
CCN(C[C@H]1N[C@@H](CO)[C@@H]1c1ccc(C2=CCCC2)cc1)C(=O)c1ccncc1	-1.0	-34	-4	105*
COCC(=O)N1[C@@H](CO)[C@@H]2c3ccccc3N(C(=O)c3ccccc3F)C[C@@H]21	0.5	-16	-1	79
C/C=C/c1ccccc1[C@@H]1[C@@H](CO)N(C(=O)c2cccnc2)[C@H]1C#N	-0.7	29	-2	·

Screens from PubChem.
